Screening results (PubChem BioAssay)
LRH-1 inv ag: NR5A2 inverse agonism in reporter assay | O00482 | HEK293T StAR-luciferase reporter, LRH-1 transfected, 24 h | inhibition, % at 3.6 µM | hit rate 0.13% among 360,000 | AID 602396;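 active = inhibition above the mean inhibition of all tested compounds plus 3 SD, cut at about 73% in these data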;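 also: 0% = DMSO wells and 100% = reporter-only cells lacking LRH-1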
TWEAK Fn14 block: TWEAK-Fn14 signaling inhibition; hit rate 2% among 360,000; inhibition, % at 10 µM; TWEAK-stimulated Fn14 reporter cells, luciferase luminescence, 8 h; in the data active = inhibition above about 50%
SRC3 inh: human NCOA3 inhibition; Q9Y6Q9; HEK293 GAL4-SRC3 luciferase reporter, luminescence; inhibition, % at 3.6 µM; hit rate 0.17% among 360,000; AID 588352;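 active = inhibition above a per-campaign cutoff, the mean of all compounds plus 3 SD, cut at about 60% in these data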;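 also: 0% = DMSO-treated cells and 100% = gossypol-treated cells at 36 µM; higher means less SRC3-driven luciferase light from the GAL4 reporter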
NCOA2 inhibitor: human SRC2 (NCOA2) inhibition. hit rate 0.17% among 370,000. inhibition, % at 9 µM. HEK293 GAL4-SRC2 luciferase reporter, luminescence;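 active = inhibition above the mean inhibition of all tested compounds plus 3 SD, set per campaign, cut at about 52% in these data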;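 also: 0% = DMSO treated cells and 100% = cells given Gossypol at 36 µM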
Target sequence (Q15596 whole entry, looked up, the tested form may be a part): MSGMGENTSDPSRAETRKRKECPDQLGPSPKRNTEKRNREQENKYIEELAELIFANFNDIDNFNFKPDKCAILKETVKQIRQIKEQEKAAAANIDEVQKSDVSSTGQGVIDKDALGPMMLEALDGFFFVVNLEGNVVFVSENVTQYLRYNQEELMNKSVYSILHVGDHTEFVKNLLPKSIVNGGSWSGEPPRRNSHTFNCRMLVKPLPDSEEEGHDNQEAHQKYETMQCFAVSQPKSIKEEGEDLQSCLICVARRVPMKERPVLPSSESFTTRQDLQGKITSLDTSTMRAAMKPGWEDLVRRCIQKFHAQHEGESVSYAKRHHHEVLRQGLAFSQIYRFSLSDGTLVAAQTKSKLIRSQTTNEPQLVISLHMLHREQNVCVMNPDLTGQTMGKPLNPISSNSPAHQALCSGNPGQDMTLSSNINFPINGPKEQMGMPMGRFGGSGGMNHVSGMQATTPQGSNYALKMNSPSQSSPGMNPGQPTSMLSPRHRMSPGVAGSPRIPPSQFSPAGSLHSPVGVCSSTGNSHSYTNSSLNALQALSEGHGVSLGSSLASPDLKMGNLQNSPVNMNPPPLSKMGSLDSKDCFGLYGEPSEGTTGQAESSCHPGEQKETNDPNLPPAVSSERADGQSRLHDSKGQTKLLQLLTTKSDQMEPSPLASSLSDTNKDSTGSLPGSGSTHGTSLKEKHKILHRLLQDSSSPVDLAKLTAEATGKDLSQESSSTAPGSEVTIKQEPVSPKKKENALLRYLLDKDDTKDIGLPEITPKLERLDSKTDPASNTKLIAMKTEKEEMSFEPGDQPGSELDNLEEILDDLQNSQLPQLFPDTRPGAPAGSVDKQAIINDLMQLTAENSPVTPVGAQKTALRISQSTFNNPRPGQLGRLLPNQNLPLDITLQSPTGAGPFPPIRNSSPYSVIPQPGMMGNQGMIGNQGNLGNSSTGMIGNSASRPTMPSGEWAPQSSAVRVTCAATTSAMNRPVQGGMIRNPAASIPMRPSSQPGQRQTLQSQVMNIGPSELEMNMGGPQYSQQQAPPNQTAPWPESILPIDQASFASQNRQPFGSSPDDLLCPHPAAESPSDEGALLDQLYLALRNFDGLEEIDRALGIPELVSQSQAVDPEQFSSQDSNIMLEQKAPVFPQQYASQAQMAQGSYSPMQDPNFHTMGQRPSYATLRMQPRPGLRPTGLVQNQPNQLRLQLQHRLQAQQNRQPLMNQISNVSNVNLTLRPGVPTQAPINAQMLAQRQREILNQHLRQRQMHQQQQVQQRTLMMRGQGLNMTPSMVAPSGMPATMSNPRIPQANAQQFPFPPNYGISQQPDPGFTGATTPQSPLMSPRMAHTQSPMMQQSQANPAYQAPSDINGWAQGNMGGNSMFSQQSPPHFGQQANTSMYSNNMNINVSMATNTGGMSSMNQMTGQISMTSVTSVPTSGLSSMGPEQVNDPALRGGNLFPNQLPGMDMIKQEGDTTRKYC
NOD2-RIPK2 inh: blocks binding of human NOD2 to RIPK2 | O43353 | CHO BLA complementation NOD2-RIPK2, CCF4 ratio | inhibition, % at 4.98 µM | hit rate 0.38% among 360,000 | AID 624267; in the data active = inhibition above about 21%;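 also: 0% = vehicle only and 100% = reference blocker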
COUP-TFII inh: inhibitors of human COUP-TFII (NR2F2); hit rate 0.7% among 370,000; AID 686940; P24468; inhibition, % at 8.6 µM; HEK293T NGFI-A luciferase reporter, luminescence;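 active = inhibition above a per-plate cutoff, mean inhibition of test wells between control levels plus 3 SD, cut at about 38% in these data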;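 also: cells cotransfected with COUP-TFII expression vector driving the NGFI-A reporter; 0% = median of COUP-TF2 test wells and 100% = reporter-only cells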
LMP1 NFkB inh: reduces LMP1-driven NF-kappaB luciferase signal; hit rate 0.69% among 350,000; AID 504558; inhibition, % at 12.5 µM; LMP1-induced NF-kappaB luciferase reporter cells, luminescence; in the data active = inhibition above about 41%;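 also: 0% = neutral control wells and 100% = reference inhibitor control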
SRC1 inh: inhibitors of human steroid receptor coactivator 1 (SRC1); Q15788; HEK293 GAL4-SRC1 luciferase reporter, luminescence; inhibition, % at 3.6 µM; hit rate 0.12% among 360,000; AID 588354;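 active = inhibition above the campaign mean plus 3 SD, with each screening campaign given its own cutoff, cut at about 60% in these data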;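 also: 0% = DMSO treated cells and 100% = gossypol at 36 µM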
TRAIL sens C8: sensitizes caspase-8 expressing cells to TRAIL; NB7+C8 cells + TRAIL, ATPlite viability luminescence; inhibition (viability loss, TRAIL sensitization), % at 10 µM; hit rate 1% among 360,000;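 active = compounds causing at least 50% loss of cell viability in the single-dose screen, relative to plate controls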
TROY NFkB inh: blocks TROY-dependent signaling in reporter cells; Q293 LMP1-TROYcd NF-kB luciferase reporter, 4 h; inhibition, % at 10 µM; hit rate 0.98% among 360,000; AID 1347056;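 active = compounds whose plate-normalised and pattern-corrected inhibition of the luciferase reporter signal at the single screening dose is 50% or more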
TLR9-MyD88 inh: TLR9-MyD88 interaction inhibition. hit rate 0.21% among 340,000. Q9NR96+Q99836. inhibition, % at 4.98 µM. CHO BLA complementation TLR9-MyD88, CCF4 FRET ratio;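 active = inhibition above the mean over all tested compounds plus 3 SD, cut at about 21% in these data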;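 also: 0% = DMSO only wells and 100% = clavulanate BLA inhibitor control wells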
Starred values were filed as active, the others as inactive; . = no result given. This is a subset. The share of hits here may be higher or lower than overall.

SMILES	LRH-1 inv ag	TWEAK Fn14 block	SRC3 inh	NCOA2 inhibitor	NOD2-RIPK2 inh	COUP-TFII inh	LMP1 NFkB inh	SRC1 inh	TRAIL sens C8	TROY NFkB inh	TLR9-MyD88 inh
Cc1ccc(S(=O)(=O)N2CCCC(C(=O)Nc3cccnc3)C2)cc1 (stereo unspecified)	-12	9	5	3	-2	0	5	5	-2	-2	4
CN(C)c1ccc(-c2cccc3nccn23)cc1	-37	7	-13	-29	3	-10	.	-9	-1	-8	.
O=C(NNC(=S)NCc1ccco1)c1ccccc1Br	-1	3	-23	-6	-2	-9	2	4	-6	-3	8
O=C(NCCNCc1cccc(Cl)c1)c1ccco1	-44	-36	-17	-15	9	-8	-4	-6	5	-38	-6
Cc1c(Cl)c(=O)oc2cc(OCC(=O)N3CCCC(C)C3)ccc12 (stereo unspecified)	15	1	-14	-11	-3	-28	1	9	-1	4	3
Cc1cc(C(=O)COC(=O)c2cnccn2)c(C)n1-c1ccc(Br)cc1	21	-19	1	4	7	12	3	-5	-4	-9	5
CCc1ccc(NC(=O)CSC2=C(C#N)C(c3ccco3)C3=C(CCCC3=O)N2)cc1 (stereo unspecified)	-24	4	-29	0	3	-5	8	-15	-20	1	3
CCOC(=O)[C@H]1[C@H]2COc3ccccc3[C@@H]2N2C(=O)c3cc(Br)ccc3NC(=O)[C@@]12C	-4	1	-6	4	9	1	-18	0	32	4	-7
CCCCCCOc1ccc(-c2ccc(C#N)cn2)cc1	14	11	1	-5	-11	-13	10	-12	1	-6	-6
CCCCN(C(=O)c1ccc(C)c(S(=O)(=O)N2CCOCC2)c1)c1c(N)n(CCCC)c(=O)[nH]c1=O	14	0	14	11	10	-18	-4	-49	17	-17	10
CCCCN(CCCC)Cc1cc2ccccc2c2c1COC2	-27	-9	1	-39	7	11	-1	-8	2	-2	-4
COc1ccc(N2CCN(CCOc3ccc4c(C)cc(=O)oc4c3)CC2)cc1	11	1	8	7	-8	1	0	-3	-3	1	13
COc1ccccc1N1CCN(C(=O)c2ccc3[nH]c4c(c3c2)CCCC4)CC1	3	7	2	-13	-2	18	-7	-1	3	6	-2
COc1ccc2oc(C(=O)OCC(=O)NCc3ccco3)c(C)c2c1	-7	-6	11	-15	6	16	-8	-10	13	-5	2
Cc1cc2nc(SCC(=O)Nc3ccccc3C(=O)O)[nH]c2cc1C	-6	-22	-30	-24	2	2	-17	-30	-9	-47	-4
COc1ccc(NC(=O)c2ccc([N+](=O)[O-])o2)cc1	34	8	-21	-24	6	-15	-29	-31	15	-15	-4
O=C(N/N=C/c1ccncc1)NC12CC3CC(CC(C3)C1)C2	-10	-10	12	14	0	6	6	-4	19	18	3
CCOC(=O)Cc1cnc(N)s1	4	15	8	-7	-10	1	-3	7	-4	1	-6
CCN(C(=O)c1cc2c(=O)[nH]c3ccc(C)cc3c2s1)c1ccccc1C	2	-67	27	3	-13	2	-32	13	3	-39	5
O=C1CSC2(N1)C1CC3CC(C1)CC2C3 (stereo unspecified)	6	-16	4	3	-5	9	10	0	-9	5	6
O=C(Cn1cc(C(F)(F)F)ccc1=O)N1CCc2ccccc2C1	18	4	-9	6	-5	-10	4	-11	1	9	10
Cc1ccc(-c2ccccc2NC(=O)CS(=O)CC(=O)Nc2ccc(C)c(Cl)c2)o1 (stereo unspecified)	-2	-16	-4	3	-1	0	-2	-9	1	-23	0
NC(=O)COc1c(-c2ccco2)oc2ccccc2c1=O	10	32	-8	-4	0	-2	1	-16	0	1	-1
Cc1cc(C)cc(SCc2noc(C(=O)NCC3CCCO3)c2C(=O)O)c1 (stereo unspecified)	6	-9	-12	-9	-7	6	4	-8	-2	-9	-1
CC(C)CCN(CCC(C)C)C(=O)Cc1c(O)c2ccccc2[nH]c1=O	-2	-4	18	-29	-4	4	2	-1	-3	-3	-7
COc1ccc(COC(=O)NNC(=O)c2ccc(OC)cc2)cc1	4	-8	-2	19	-9	-27	-20	3	-2	4	2
CNC(=O)c1csc(-c2ccncc2)n1	18	1	-2	-51	1	-12	-5	-11	-14	-1	7
O=C(O)c1ccc(-n2nnnc2SCc2ccccc2)cc1	0	-14	1	-18	6	2	-2	-7	-18	-7	2
O=C(c1cc(Cl)cc(Cl)c1)N1CCC2CC1c1cc(N3CCCCC3)ccc12 (stereo unspecified)	-4	-19	3	-7	9	-1	3	0	-12	3	2
CCSC1=C(C#N)C(c2ccc(OC)c(OC)c2)CC(=O)N1 (stereo unspecified)	12	3	-2	9	-7	8	-7	-15	10	7	1
C=CCc1ccccc1OCC(O)CNC(C)C (stereo unspecified)	-11	13	11	-5	-3	-13	-2	6	-15	9	3
COc1ccc(C2NC(=O)C(C#N)=C(S)N2c2ccc(C)cc2)cc1OC (stereo unspecified)	14	-7	4	-11	-1	6	1	-10	-1	-27	-15
CC(Sc1nnnn1-c1cccc(F)c1)C(=O)NC1CCCC1 (stereo unspecified)	8	-17	-7	13	-1	-8	-5	0	-19	-2	-15
CCn1nnnc1SCC(=O)Nc1ccc(F)cc1	-6	-1	14	-16	-10	1	-13	-33	-14	-7	-1
COc1ccc(CN2C(=O)CN(S(C)(=O)=O)CC2(C)C(=O)NC(C)C)cc1OC (stereo unspecified)	21	.	.	1	-25	3	.	.	10	.	.
CSc1c(CC(=O)Nc2ccccc2Cl)n(Cc2ccccc2)c2ccccc12	-15	-5	-19	-22	-13	2	-7	-12	-3	6	0
O=C(NN1CCOCC1)c1ccc(Br)cc1	-4	-5	18	-21	-5	25	-5	11	-5	-23	-6
Cc1cc(NC(=O)c2cc(-c3ccccn3)nc3c(Cl)cccc23)no1	-7	7	2	15	-10	-9	-14	-15	17	12	-11
COC(=O)CSc1nnnn1-c1ccccc1	-7	0	-5	-26	7	19	-7	-2	-13	-2	-3
COc1ccc(-c2nc3c(c(=O)n(C)c(=O)n3C)n2CC2CC(c3ccccc3)=NO2)cc1OC (stereo unspecified)	11	38	15	-2	1	7	10	18	17	-14	1
OCc1nc2nc(Cl)c(Cl)nc2[nH]1	-23	-6	-13	-3	-1	12	9	4	-10	3	-12
CC[N+]1(CC)CC2=Cc3ccccc3CC2C1 (stereo unspecified)	0	14	15	9	0	-8	8	-17	7	11	-3
CN(Cc1c(F)cccc1Cl)C(=O)c1ccc(NS(=O)(=O)c2ccc3[nH]c(=O)[nH]c3c2)cc1	7	2	2	5	-12	15	0	3	1	-6	0
COCCn1c(SCC(=O)N2CCc3ccccc32)nc2c(c1=O)SC(C)C2 (stereo unspecified)	6	-5	-7	-9	5	14	89*	-24	8	2	-3
O=c1c(Cc2ccccc2)c(O)c2cccc3c4c(n1c23)CCCC4	9	-2	24	-14	8	10	1	1	7	54*	-1
Cc1cc(C)nc(Nc2n[nH]c(COc3ccc4ccccc4c3)n2)n1	17	1	14	-9	0	17	8	-13	0	20	1
Cn1cc(CN2CCC(C(=O)N3CCCC3)CC2)c(-c2ccccc2F)n1	9	-5	-6	-2	-3	-4	0	6	-3	-16	2
CCCCN1C(=O)/C(=C/C=C2\SCCN2C)SC1=S	-53	-32	-74	-40	-5	-5	-40	-67	3	-78	-3
Cn1cc(S(=O)(=O)N2CCc3ccccc32)cc1C(=O)Nc1ccc(Cl)cc1	-18	-3	18	21	1	12	9	8	26	24	4
CC1CCCC(C)N1C(=O)COC(=O)c1n[nH]c(=O)c2ccccc12 (stereo unspecified)	3	1	13	16	-2	-11	3	-5	-16	-5	-1

Later entries:
SMILES	LRH-1 inv ag	TWEAK Fn14 block	SRC3 inh	NCOA2 inhibitor	NOD2-RIPK2 inh	COUP-TFII inh	LMP1 NFkB inh	SRC1 inh	TRAIL sens C8	TROY NFkB inh	TLR9-MyD88 inh
COC(=O)c1c(NC(=O)CN2C(=O)NC3(CCc4ccccc4C3)C2=O)sc2c1CCCCC2 (stereo unspecified)	-5	11	7	-14	9	3	6	-5	1	9	1
CCCCNC(=S)NNC(=O)c1sccc1C	-3	-7	2	.	-3	.	-3	7	-1	-11	4
Cc1csc(SCC(=O)Nc2ccccc2C)n1	-27	-15	-9	-36	-1	-2	1	-10	-14	-10	-16
Cc1ccc(S(=O)(=O)n2nc(C)c(Br)c2C)c(C)c1C	-16	-1	10	6	0	11	-8	11	-9	7	-8
CCNCC(=O)N1c2ccccc2CCc2ccc(NC(C)=O)cc21	8	7	12	7	-8	9	-16	-18	-6	4	-3
CCOc1ccc(CNCCCSc2ncccn2)cc1	-6	-3	1	26	7	-7	0	-4	1	0	-3
CCOP(=O)(c1ccc(N(C)C)cc1)C(O)c1ccccc1 (stereo unspecified)	6	-8	12	6	-1	-3	0	-3	-11	7	-2
CCCCn1c(C2CCCCC2)nc2cc3[nH]c(=O)c(C(C)C)nc3cc21	-7	-10	-4	-29	-6	3	-10	-10	15	1	-1
CCc1nc2c(OCCn3cccc3)cccn2c1N(C)C(=O)c1ccco1	0	17	-8	-7	2	-3	.	9	-10	2	.
Cc1ccc(C(=O)n2nc(-c3ccco3)nc2N)cc1	14	-9	7	0	2	4	3	1	3	.	4
CCOC(=O)c1c(NC(=O)C2CCN(S(=O)(=O)c3cccs3)CC2)sc(C)c1C	-8	-7	13	0	-8	1	3	-19	-18	23	9
C=CCNC(=S)N1CCN(c2ncc(C(F)(F)F)cc2Cl)CC1	6	-3	14	-2	-10	24	6	11	-7	-2	-3
CCc1ccc2[nH]c(=O)c(CN(CCN(CC)CC)C(=O)Nc3ccccc3OC)cc2c1	-6	17	7	-28	-1	-1	-3	0	11	-1	3
CCCOc1ccc(Cc2c(Cl)nc(SC)nc2OC)cc1	-10	9	-10	-9	-2	-2	6	-2	1	-2	1
O=C1CCC(=O)N1c1ccc(CSc2nnnn2C2CCCCC2)cc1	4	24	12	-20	-1	-8	-6	7	-2	.	-11
CC(C)(C)NC(=O)CSc1nncn1NCc1cccc2ccccc12	-12	-2	1	-5	1	9	3	6	1	0	7
Cc1ccccc1OC1C(=O)N(Cc2ccc3c(c2)OCO3)C1c1sccc1C (stereo unspecified)	-1	-13	1	20	-7	-6	3	-12	13	24	-1
O=C(c1cc2n(n1)C(C(F)(F)F)CC(c1ccco1)N2)N1CCc2ccccc2C1 (stereo unspecified)	2	21	2	18	-1	-3	-1	-32	-11	17	-9
